Bioassay records deposited in PubChem by several laboratories.
TRPC4 inh = TRPC4 (mouse) channel inhibition; B-score at 10 µM; actives 0.39% (n = 300,000); Q9QUQ5; HEK293 TRPC4beta/mu-opioid, DAMGO-evoked Fluo4 calcium flux; stronger effect = lower value; AID 2247;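 active means B-score over 3 SD under the library average, no early fluorescence shift, positive overall ratio signal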
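Assay system: Stable TRPC4beta/mu-opioid receptor HEK293 cells | Reagent: DAMGO in two steps, submaximal then maximal | Compound dosing: Single concentration per test compound | Signal: Fluo4 Ca2+ flux fluorescence | Evaluation: Per-well B score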
MrgX1 antag = blocks BAM8-22 activation of human MrgX1 receptor; actives 1.3% (n = 310,000); B-score at 10 µM; MRGX1-HEK293 calcium flux, Fluo-4, BAM8-22 antagonism; stronger effect = lower value; Q96LB2;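 active means calcium-response B-score plate-corrected more than 3 library SD below zero, starting fluorescence within 5 deviations, no agonist response on first addition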;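 further: peak minus trough fluorescence over baseline after final BAM8-22 challenge near maximal dose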
TRPC4 potent = allosteric potentiators of mouse TRPC4 channel; AID 2227; B-score at 10 µM; actives 0.42% (n = 310,000); Q9QUQ5; HEK293 TRPC4beta/mu-opioid, DAMGO EC20, Fluo-4 Ca2+ flux; stronger effect = higher value;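 active means B-score of calcium response area above 5 SD of library B-scores, with initial fluorescence ratio within 5 SD of library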;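 further: B-score of integrated fluorescence ratio over time as area under calcium response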
TRPC6 inhibitor = blocks the mouse TRPC6 cation channel; B-score at 10 µM; actives 1.1% (n = 310,000); HEK293-TRPC6, membrane potential dye, ACh-evoked depolarization; stronger effect = lower value; Q61143;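 active means B-score under library mean minus 3 SD, initial fluorescence not abnormally high, positive integrated signal ratio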;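 further: B-score derived from integrated fluorescence ratio over the kinetic read; more negative B-score means stronger inhibition of depolarization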
Target sequence (Q61143 whole entry, looked up): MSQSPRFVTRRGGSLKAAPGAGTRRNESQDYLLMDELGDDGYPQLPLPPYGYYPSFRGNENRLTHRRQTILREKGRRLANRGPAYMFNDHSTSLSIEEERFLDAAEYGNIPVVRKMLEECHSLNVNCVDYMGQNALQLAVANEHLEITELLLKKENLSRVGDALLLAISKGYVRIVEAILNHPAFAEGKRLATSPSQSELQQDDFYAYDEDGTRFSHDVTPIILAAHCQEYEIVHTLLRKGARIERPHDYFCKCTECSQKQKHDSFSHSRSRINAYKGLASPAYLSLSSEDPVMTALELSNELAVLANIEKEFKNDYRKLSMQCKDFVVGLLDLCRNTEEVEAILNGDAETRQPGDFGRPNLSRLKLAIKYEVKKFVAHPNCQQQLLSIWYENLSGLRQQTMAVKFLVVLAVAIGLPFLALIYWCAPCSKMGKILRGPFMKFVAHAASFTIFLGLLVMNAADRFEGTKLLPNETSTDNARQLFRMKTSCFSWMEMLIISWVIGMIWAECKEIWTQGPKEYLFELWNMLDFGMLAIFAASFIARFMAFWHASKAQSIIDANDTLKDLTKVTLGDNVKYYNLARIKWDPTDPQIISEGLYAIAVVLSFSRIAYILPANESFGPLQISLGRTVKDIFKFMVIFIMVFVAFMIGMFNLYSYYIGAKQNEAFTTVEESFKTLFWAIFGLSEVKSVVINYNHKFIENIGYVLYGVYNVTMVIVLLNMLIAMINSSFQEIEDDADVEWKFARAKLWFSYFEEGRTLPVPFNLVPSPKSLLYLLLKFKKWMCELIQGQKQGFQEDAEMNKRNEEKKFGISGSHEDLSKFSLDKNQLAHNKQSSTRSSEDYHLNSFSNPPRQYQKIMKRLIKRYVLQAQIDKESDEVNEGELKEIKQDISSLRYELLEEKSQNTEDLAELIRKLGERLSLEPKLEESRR
MrgX1 agonist = activates human MrgX1 receptor signaling. Q96LB2. MrgX1-HEK293 cells, Fluo-4 calcium fluorescence, agonist mode; stronger effect = higher value. B-score at 10 µM. actives 0.44% (n = 310,000). AID 588627;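 active means calcium response B-score plate-corrected fluorescence ratio at least 3 library SD, with starting fluorescence B-score inside 5 SD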
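Material: MrgX1-expressing HEK293 cells; input: 15,000 cells per well; doses: test compound given as first of three sequential additions; schedule: overnight plating before 1 h dye loading; technique: Fluo-4 NW calcium-flux fluorescence, kinetic read; evaluation: baseline-normalised fluorescence change ratio, B-scored; control set: plate-wise positive and negative controls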
TMEM16A act = activates or potentiates the mouse TMEM16A chloride channel. Q8BHY3. HEK293 TMEM16A/YFP-H148Q/I152L, iodide quench fluorescence; stronger effect = lower value. B-score at 10 µM. actives 0.3% (n = 340,000). AID 623877;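 active means fluorescence-ratio B-score plate-corrected deviation score at least 3 library SD below zero, with starting fluorescence score within 5 deviations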;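 further: channel opened by trigger with iodide after compound preincubation; score built on the fluorescence ratio of max minus min over baseline; more negative score means more quench and so TMEM16A activation or potentiation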
TRPC4 act = opens the mouse TRPC4 cation channel; B-score at 10 µM; Q9QUQ5; AID 2237; HEK293 TRPC4beta/mu-opioid, Fluo4 calcium fluorescence; stronger effect = higher value; actives 0.49% (n = 310,000);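 active means B-score above 5 SD of library B-scores, and initial fluorescence ratio not above library mean plus 5 SD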;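 further: positive B-score marks a calcium rise read as TRPC4 activation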
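Assay system: HEK293 stable line with TRPC4beta plus mu-opioid receptor. Times: dye 45 min RT, read 110 s. Measured by: kinetic Fluo4 calcium fluorescence. Measure: B score of integrated ratio. Controls: assay buffer as low control, maximal DAMGO as high control.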
SKKanGAS inh = inhibitors of SKKanGAS S. pyogenes growth in kanamycin (SK-promoter or general growth effect); BacTiter-Glo, 6 h; inhibition, % at 7.5 µM; actives 1.3% (n = 300,000); AID 1662;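 active means mean replicate score, as percent of positive control median, at least 50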;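 further: strain carries kanamycin resistance gene driven by streptokinase promoter and grows in 40 µg/ml kanamycin; loss of luminescence reflects streptokinase promoter inhibition or plain growth inhibition; 0% = median of DMSO wells and 100% = positive control at its reference dose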
ANO1 block = mouse TMEM16A channel inhibition, primary screen; HEK293 TMEM16A/YFP iodide influx fluorescence, ionomycin; Q8BHY3; actives 1.2% (n = 310,000); AID 588511; normalized B-score (activity score, 25-100; higher = stronger inhibition) at 10 µM;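 active means ratio plate-corrected score three or more library SD toward inhibition, starting fluorescence score within five deviations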;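 further: score derived from kinetic fluorescence span divided by baseline fluorescence per well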
MrgX1 allo act = allosterically activates human MrgX1 receptor signaling; AID 588675; actives 0.63% (n = 310,000); Q96LB2; MrgX1-HEK293, Fluo-4 calcium flux, FDSS; stronger effect = higher value; B-score at 10 µM;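 active means plate-corrected calcium response at least 3 library SD above typical, normal starting fluorescence, not activating the receptor alone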;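 further: compound read alongside a low EC10 to EC30 dose of BAM8-22 agonist; peak minus trough fluorescence over baseline measured at the second addition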
TRPC6 activator = mouse TRPC6 channel activation. Q61143. HEK293-TRPC6 membrane potential dye fluorescence; stronger effect = higher value. B-score at 10 µM. actives 0.13% (n = 310,000);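 active means B-score of the integrated fluorescence ratio above library mean plus 3 SD, and starting fluorescence ratio within library mean plus 5 SD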;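 further: higher score means more depolarization so channel activation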
An asterisk follows results filed as active; i = inactive; · = not tested or not shown.

SMILES | TRPC4 inh | MrgX1 antag | TRPC4 potent | TRPC6 inhibitor | MrgX1 agonist | TMEM16A act | TRPC4 act | SKKanGAS inh | ANO1 block | MrgX1 allo act | TRPC6 activator
Cc1ccc(S(=O)(=O)CCC(=O)OC(C)C(=O)N2CCc3ccccc32)cc1 (stereo unspecified) | i | i | i | i | i | i | i | -6 | i | i | i
CCOC(=O)c1sc2nc(CN3CCN(c4cccc(C(F)(F)F)c4)CC3)[nH]c(=O)c2c1C | i | i | i | i | i | i | i | -4 | i | i | i
Cc1c(NC(=O)COC(=O)C23CC4CC(CC(O)(C4)C2)C3)c(=O)n(-c2ccccc2)n1C | i | i | i | i | i | i | i | -11 | i | i | i
CCN1CCN(c2ncc3c(n2)CC(c2ccc(OC)c(OC)c2)CC3=O)CC1 (stereo unspecified) | i | i | i | i | i | i | i | -3 | i | i | i
CCS(=O)(=O)N1Cc2ccccc2CC1C(=O)Nc1nc2ccccc2[nH]1 (stereo unspecified) | i | i | i | i | i | i | i | 5 | i | i | i
O=C1C2CCCCN2C(=O)N1CCCCN1CCN(c2ccc([N+](=O)[O-])cc2)CC1 (stereo unspecified) | i | i | i | i | i | i | i | -9 | i | i | i
CCOC(=O)NC(Nc1nc2ccccc2s1)(C(=O)OCC)C(F)(F)F (stereo unspecified) | i | i | i | i | i | i | i | 6 | i | i | i
COc1cc(-c2nnc3n(CCc4ccccc4)c(=O)c4ccccc4n23)cc(OC)c1OC | i | i | i | i | i | i | i | 5 | i | i | i
CC1C(=O)C(C)C(c2ccc(O)cc2)NC1c1ccc(O)cc1 (stereo unspecified) | i | i | i | i | i | i | i | -7 | i | i | i
c1ccc(-c2nnc(-c3ccccn3)nc2NC2CCCCC2)cc1 | i | i | i | i | i | i | i | 104* | i | i | i
CCN(Cc1ccccc1)S(=O)(=O)c1ccc2oc(C(=O)O)c(C)c2c1 | i | -5.2* | i | i | i | i | i | 2 | 25* | i | i
Cc1nc2c3cc(F)ccc3n(CCN3CCCCC3)c2s1 | i | i | i | i | i | i | i | -1 | i | i | i
CNC(=O)COC(=O)c1cc2c(s1)CCCC2 | i | i | i | i | i | i | i | 0 | i | 12* | i
CC1CCCN(CCCNS(=O)(=O)c2cc(Br)cc3c2N(C(=O)C2CC2)CC3)C1 (stereo unspecified) | i | i | i | i | i | i | 73* | 3 | i | i | i
O=C(NCc1ccco1)c1ccc2c(c1)CCO2 | i | i | i | i | i | i | i | 3 | i | i | i
O=C(Nc1ccccc1-c1nnc(SCc2ccccc2)o1)c1ccccc1 | i | i | i | i | i | i | i | 5 | i | i | i
COc1cccc(-c2cc(C(=O)Nc3nc4ccccc4s3)c3ccccc3n2)c1 | i | i | i | i | i | i | i | 19 | i | i | i
CCOC(=O)C1(Cc2ccccc2C(F)(F)F)CCN(C(=O)c2cc(C)n(C)n2)CC1 | i | i | i | i | i | i | i | 4 | i | i | i
Cc1ccc(CSc2ncnc3ccccc23)cc1 | i | i | i | i | i | i | i | 30 | i | i | i
CCN1C(=O)N(c2ccc(C(C)=O)cc2)S(=O)(=O)c2ccccc21 | i | i | i | i | i | i | i | 1 | i | i | i
O=c1oc2ccccc2cc1-c1csc(Cc2nc(-c3ccc(Cl)cc3)cs2)n1 | i | i | i | i | i | i | i | -4 | i | i | i
COc1ccccc1/C=C/C(=O)OCc1nc2ccccc2c(=O)[nH]1 | i | i | i | i | i | i | i | -12 | i | i | i
Cc1cccc(C(=O)Oc2coc(CSc3nnc(NC(=O)C4CC4)s3)cc2=O)c1 | i | i | i | i | i | i | i | -6 | i | i | i
Cc1cccc(-n2cnc(C(=O)Nc3cccnc3)c2)n1 | i | i | i | i | i | i | i | -3 | i | i | i
CC(C)CN1C(=O)c2ccc(C(=O)Nc3ccncc3)cc2C1=O | i | i | i | i | i | i | i | -6 | 25* | i | i
Cc1ccc(/C=N/Nc2ncc(Cl)cc2Cl)s1 | i | i | i | i | i | i | i | -6 | 25* | i | i
CCC(Sc1nc2ccccc2s1)C(=O)Nc1cc(C)on1 (stereo unspecified) | i | i | i | i | i | i | i | 5 | i | i | i
COc1cccc(/C=C2/SC(=S)N(CC(=O)NC3C=CS(=O)(=O)C3)C2=O)c1 (stereo unspecified) | i | i | i | i | i | i | i | -1 | i | i | i
O=C1CN(C(=O)COC(=O)CCSc2ccccc2Cl)c2ccccc2N1 | i | i | i | i | i | i | i | -8 | i | i | i
COc1ccc(/C=C/c2n[nH]c(=O)c(C#N)c2C)cc1 | i | i | i | i | i | i | i | 0 | i | i | i
COc1ccc(NC(=O)CN(C)S(=O)(=O)c2ccccc2)cc1 | i | i | i | i | i | i | i | 2 | i | i | i
COc1cccc(OCCOc2ccccc2[N+](=O)[O-])c1 | i | i | i | i | i | i | i | 0 | i | i | i
CC(C)(C)NC(=O)C(c1ccncc1)N(C(=O)Cn1nnc(-c2cccs2)n1)C1CCCCC1 (stereo unspecified) | i | i | i | i | i | i | i | -2 | i | i | i
OCc1cn(-c2ccccc2)nc1-c1ccco1 | i | i | i | i | i | i | i | 6 | i | i | i
C#CCOCCOCCOCCNc1nc(N2CCN(C(=O)Cn3cc(CCCN=C(N)N)nn3)CC2)nc(N2CCN(C(=O)[C@H]([C@@H](C)CC)n3cc(CCCCN)nn3)CC2)n1 | · | i | · | · | i | i | · | · | i | i | ·
O=C(CCCN1C(=O)/C(=C/c2cccs2)SC1=S)NNC(=O)c1cccnc1 | i | i | i | i | i | i | i | -4 | i | i | i
COc1ccc(N2C(=O)CCC(C(=O)N3CCN(c4ccccn4)CC3)C2c2ccc(F)cc2)cc1 (stereo unspecified) | i | i | i | i | i | i | i | -2 | i | i | i
CC(Sc1ccc(Cl)cc1)C(=O)NCC1CCCO1 (stereo unspecified) | i | i | i | i | i | i | i | 1 | i | i | i
Cc1cccc(/C(N)=N/OC(=O)CCC2CCCCC2)c1 | i | i | i | i | i | i | i | 1 | i | i | i
O=C(O)COc1c(-c2ccco2)oc2ccccc2c1=O | i | i | i | i | i | i | i | -2 | i | i | i
CC(C)CN(CCNC(=O)CN1C(=O)CSc2ccc(S(=O)(=O)N3CCOCC3)cc21)CC(C)C | i | i | i | i | i | i | i | 13 | i | i | i
CC(C)CN(C(=O)CCc1ccccc1)c1c(N)n(CC(C)C)c(=O)[nH]c1=O | i | i | i | i | i | i | i | 2 | i | i | i
CN(C(=O)COC(=O)c1cn(-c2ccccc2)nc1-c1ccccc1)C1CCS(=O)(=O)C1 (stereo unspecified) | i | i | i | i | i | i | i | 0 | i | i | i
COc1ccc2c(c1)CCc1c(C(=O)N3CCc4ccccc4C3)noc1-2 | i | i | i | i | i | i | i | 13 | i | i | i
CCCCn1nc2cc(C(=O)NCCc3cccs3)ccc2c1OCC | i | i | i | i | i | i | i | -5 | i | i | i
COc1ccc(CCNC(=O)CC(NC(=O)c2ccccc2Cl)c2ccccc2)cc1 (stereo unspecified) | i | i | i | i | i | i | i | -1 | i | i | i
O=C(c1ccc(N2CCN(C(=O)c3ccc(F)c(F)c3)CC2)cc1)c1cccc(F)c1 | i | i | i | i | i | i | i | 1 | i | i | i
O=C(O)c1cc([N+](=O)[O-])c(NCCC2=CCCCC2)c([N+](=O)[O-])c1 | i | i | i | i | i | i | i | 9 | i | i | i
CC(NC(=S)Nc1ccc(Cl)cc1Cl)C(c1cccs1)N1CCCC1 (stereo unspecified) | i | i | i | i | i | i | i | -8 | i | i | i
N#CC(C#N)=C(Nc1ccc(F)cc1)SCc1cccc(Br)c1 | i | i | i | i | i | i | i | 25 | 100* | i | i
S=c1[nH]nc(Cc2n[nH]c(=S)n2-c2ccccc2)n1-c1ccccc1 | i | i | i | i | i | i | i | 1 | i | i | i
COc1ccc(-c2cc(=O)[nH]c(=S)[nH]2)cc1 | i | i | i | i | i | i | i | 0 | i | i | i
COc1ccccc1NC(=O)c1cc[n+]([O-])cc1 | i | i | i | i | i | i | i | 6 | i | i | i
O=c1oc(-c2ccccc2F)nc2c1cnn2-c1ccccc1 | i | i | i | i | i | i | i | -10 | i | i | i
CCOC(=O)c1nn(-c2ccc(F)cc2)c2nc(Nc3ccccc3)cc(=O)n12 | i | i | i | i | i | i | i | 19 | i | i | i
CCc1nc2ccc(C(=O)N3CCN(c4cccc(C)c4C)CC3)cc2nc1CC | i | i | i | i | i | i | i | 21 | i | i | i
CCCN1C2CCCC1CC(NC(=S)Nc1cccc(C)c1)C2 (stereo unspecified) | i | i | i | i | i | i | i | -2 | i | i | i
CCOC(=O)c1cccc(NC(=O)/C(=C\c2ccccc2)NC(=O)c2ccccc2Cl)c1 | i | i | i | i | i | i | i | -5 | i | i | i
CCCCn1nc(C(=O)N2CCc3ccccc32)c2ccccc2c1=O | i | i | i | i | i | i | i | -1 | i | i | i
CCn1c(O)c2ccc(C(=O)N=NC(=O)c3cccnc3)cc2c1O | i | i | i | i | i | i | i | -14 | i | i | i

(next part)
SMILES | TRPC4 inh | MrgX1 antag | TRPC4 potent | TRPC6 inhibitor | MrgX1 agonist | TMEM16A act | TRPC4 act | SKKanGAS inh | ANO1 block | MrgX1 allo act | TRPC6 activator
CCCNC(=O)CSc1nc(-c2cccs2)cc(C(F)(F)F)n1 | i | i | i | i | i | i | i | -5 | i | i | i
CCOC(=O)N1CCN(C(=O)c2cnn3c(C)c(Cc4ccc(C)cc4)c(C)nc23)CC1 | i | i | i | i | i | i | i | 5 | i | i | i
O=C(Nc1cccnc1)c1ccc(CSc2ccccc2)cc1 | i | i | i | i | i | i | i | -1 | i | i | i
O=C(O)Cn1nnc(COc2ccccc2)n1 | i | i | i | i | i | i | i | -7 | i | i | i
Cc1c(C(=O)Nc2cccc([N+](=O)[O-])c2)cnn1-c1ccccc1 | i | i | i | i | i | i | i | 12 | i | i | i
CCC(Sc1nc2sc(C(=O)OC)c(C)c2c(=O)n1N)C(=O)N(CC)CC (stereo unspecified) | i | i | i | i | i | i | i | 10 | i | i | i
